Efflux pump mplx: blocks antifungal efflux pumps in multiplex yeast assay; S. cerevisiae Candida pump triplex, Nile Red efflux; inhibition, % at 10 µM; actives 0.44% (n = 330,000); AID 485275;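 active = plate passing quality check with inhibition over a set limit, or well fluorescence over plate mean plus 4 SD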;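 note: Nile Red retained in pooled yeast measured as flow cytometry median fluorescence; 0% = buffer negative control and 100% = Enniatin B positive control; higher means more Nile Red kept so more efflux inhibition; some compounds called inactive have numbers as strong as hits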
LAP4-GFP MLPCN: yeast TOR pathway LAP4-GFP modulation; AID 2023; S. cerevisiae LAP4-GFP multiplex, flow cytometry GFP, 3 h; median GFP as percent of DMSO wells; GFP response vs DMSO, % at 10 µM; actives 0.34% (n = 320,000);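 active = GFP response vs DMSO above a set limit, about the screen mean plus 3 SD, cut at about 150% in these data; inconclusive = under 70 cell events counted for the yeast strain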
CIT2-GFP yeast: alters CIT2-GFP fluorescence in TOR pathway yeast screen. S. cerevisiae CIT2-GFP strain, flow cytometry, 3 h; 100 means same as DMSO wells. GFP response vs DMSO, % at 10 µM. actives 0.065% (n = 320,000). AID 2029;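 active = GFP response relative to DMSO above a set limit, near the screen mean plus 3 SD, cut at about 150% in these data; inconclusive = Fewer than 70 cells measured for a yeast strain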;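 note: ratio of well median GFP fluorescence to mean of DMSO wells on the plate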
RPL19A-GFP yeast: alters RPL19A-GFP fluorescence in TOR pathway yeast screen; S. cerevisiae RPL19A-GFP strain, flow cytometry, 3 h; hits give low values; percent response vs DMSO, % at 10 µM; actives 0.3% (n = 330,000); AID 2025;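 active = percent response vs DMSO below 50%; inconclusive = fewer than 70 events counted for the yeast strain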;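 note: median channel GFP fluorescence of the barcoded RPL19A-GFP strain; ratio of sample median GFP to plate DMSO average so 100% = DMSO; lower means less RPL19A-GFP as with rapamycin TOR inhibition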
AGP1-GFP MLPCN: modulators of TOR pathway AGP1-GFP in S. cerevisiae; GFP response vs DMSO, % at 10 µM; S. cerevisiae AGP1-GFP multiplex flow cytometry, 3 h; GFP as percent of DMSO wells; actives 0.02% (n = 320,000);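 active = GFP response relative to DMSO above a set limit, near screen average plus 3 SD, cut at about 150% in these data; inconclusive = fewer than 70 cells counted for the yeast strain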;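 note: median GFP channel fluorescence of the gated AGP1 strain per well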
MEP2-GFP yeast: alters MEP2-GFP fluorescence in TOR pathway yeast screen; S. cerevisiae MEP2-GFP strain, flow cytometry GFP, 3 h; 100% = DMSO control level; GFP response vs DMSO, % at 10 µM; actives 0.51% (n = 330,000);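 active = GFP response versus DMSO above a set limit, roughly screen mean plus 3 SD, cut at about 180% in these data; inconclusive = fewer than 70 cells counted for a yeast strain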;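 note: median GFP fluorescence of the barcode-gated MEP2-GFP cells per well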
CR mimetic SO: caloric restriction mimetics inhibiting age-related superoxide in yeast. superoxide response (% of plate mean), % at 10 µM. S. cerevisiae aged cells, superoxide DHE fluorescence; hits give low values. actives 0.18% (n = 330,000);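 active = superoxide response under a set limit, about three screen SD below normal, cut at about 65% in these data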;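 note: yeast aged for seven days with compound at 30 °C before DHE staining; 100% = average MFI of all compound-treated wells on the plate with controls excluded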
AHR activator: activators of human aryl hydrocarbon receptor; activation, % at 5 µM; AHR-responsive luciferase reporter cells, luminescence; AID 2796; actives 2.5% (n = 320,000); in the data active = activation above about 47%;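 note: 0% = vehicle wells and 100% = reference agonist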
Target sequence (P35869 whole entry, looked up): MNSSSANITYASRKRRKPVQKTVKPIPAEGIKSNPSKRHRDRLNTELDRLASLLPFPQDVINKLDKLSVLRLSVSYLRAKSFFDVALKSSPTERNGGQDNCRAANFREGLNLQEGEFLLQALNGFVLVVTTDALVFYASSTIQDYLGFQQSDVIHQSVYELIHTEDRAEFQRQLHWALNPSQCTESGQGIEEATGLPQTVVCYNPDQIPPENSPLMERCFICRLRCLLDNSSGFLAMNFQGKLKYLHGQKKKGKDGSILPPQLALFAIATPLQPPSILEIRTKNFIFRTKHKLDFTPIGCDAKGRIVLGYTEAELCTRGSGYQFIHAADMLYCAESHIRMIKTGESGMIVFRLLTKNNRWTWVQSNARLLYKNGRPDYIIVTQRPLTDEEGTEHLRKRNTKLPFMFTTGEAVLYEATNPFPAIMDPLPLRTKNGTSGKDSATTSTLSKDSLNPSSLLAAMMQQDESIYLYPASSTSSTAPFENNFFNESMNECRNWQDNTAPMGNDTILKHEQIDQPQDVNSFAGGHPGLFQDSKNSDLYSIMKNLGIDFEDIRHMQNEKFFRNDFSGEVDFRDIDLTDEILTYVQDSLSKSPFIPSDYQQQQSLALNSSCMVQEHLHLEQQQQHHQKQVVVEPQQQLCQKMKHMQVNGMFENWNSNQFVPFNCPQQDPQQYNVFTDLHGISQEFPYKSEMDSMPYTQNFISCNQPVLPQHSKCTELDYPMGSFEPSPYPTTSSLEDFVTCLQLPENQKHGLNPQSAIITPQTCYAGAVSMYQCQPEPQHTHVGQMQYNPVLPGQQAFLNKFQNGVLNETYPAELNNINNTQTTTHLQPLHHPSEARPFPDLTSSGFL
* marks the source's active call; other numbers are inactive results; u = inconclusive; x = no result given.

SMILES	Efflux pump mplx	LAP4-GFP MLPCN	CIT2-GFP yeast	RPL19A-GFP yeast	AGP1-GFP MLPCN	MEP2-GFP yeast	CR mimetic SO	AHR activator
CCN(CC)c1ccc2cc(C(N)=O)/c(=N\NC(=O)c3ccncc3)oc2c1	0.0	96.7	105.9	104.7	95.9	107.9	105.5	78.0*
CCCNC(=O)[C@H](Cc1c[nH]c2ccccc12)NC(=O)c1ccccc1Cl	0.0	108.4	122.8	111.9	104.4	122.0	99.0	10.1
Cc1cc(C(=O)Nc2ccccc2C)on1	0.1	90.8	104.2	103.8	101.8	100.9	127.5	0.2
CC(=O)c1ccc(O[C@@H]2O[C@H](CO)[C@@H](O)[C@H](O)[C@H]2O)cc1	-0.2	89.8	100.1	92.2	95.8	94.1	110.7	-0.3
CCc1ccccc1Nc1cc(C(=O)NCc2ccccn2)c2ccccc2n1	-0.2	95.0	100.9	100.5	95.9	98.5	103.1	22.0
O=[N+]([O-])c1ccc(Cl)c(CN2CCC(O)CC2)c1	-0.2	101.2	111.8	105.5	100.7	101.1	91.8	-2.0
O=C(N/N=C\c1c(O)ccc2ccccc12)c1ccc(Cn2cccn2)o1	-0.1	87.0	110.1	101.5	98.8	100.5	99.5	35.9
CC(=O)Nc1ccc(OCC(O)Cn2cccn2)cc1 (configuration not stated)	-0.1	97.9	96.2	99.7	103.8	91.1	107.7	x
CC(=O)c1cc2c(cc1NC(=O)CSc1nc3ccc(C)cc3[nH]1)OCO2	0.3	93.5	99.5	95.9	94.2	96.5	99.9	45.4
O=C(Nc1ccc2c(c1)OCO2)c1ccc(N2C(=O)c3ccccc3C2=O)cc1	-0.3	93.3	100.5	105.4	101.1	101.2	92.8	-1.4
CN(C)Cc1c(C(=O)N/N=C/c2ccoc2)nnn1-c1nonc1N	0.1	93.7	106.7	106.7	108.1	107.7	111.5	-3.5
O=C(Nc1ccccc1)c1ccccc1OS(=O)(=O)c1ccccc1	0.1	97.7	104.8	103.1	98.2	108.5	96.9	1.0
C/C(=N/Nc1ncc(C(F)(F)F)cc1Cl)c1ccncc1	-0.1	102.0	107.2	99.3	96.1	100.7	103.1	22.4
CC1(C)Cc2c(sc(NC(=O)C(C)(C)C)c2C#N)C(C)(C)N1	0.1	84.4	80.4	76.7	x	94.5	95.3	-2.4
CN(C)S(=O)(=O)c1ccc(Cl)c(NC(=O)CN2CCNC(=O)C2)c1	-0.1	107.2	109.0	102.6	105.1	110.6	89.8	1.0
Cc1ccc(NC(=O)CC2C(=O)N(Cc3ccccc3)C(=S)N2NC(=O)c2ccccc2)c(C)c1 (configuration not stated)	0.2	83.0	105.8	111.7	105.1	95.5	117.9	2.6
COC(=O)C(C)n1cnc2c(cnn2-c2ccc(Cl)cc2)c1=O (configuration not stated)	-0.3	105.4	108.3	99.4	103.3	107.3	98.6	4.6
CC1Cc2cc(/C(O)=C3/C(=O)C(=O)N(CCCN4CCOCC4)C3c3ccc(C(C)C)cc3)ccc2O1 (configuration not stated)	0.0	94.0	91.5	93.2	92.8	90.6	121.6	-0.3
COc1cccc(NC(=O)c2cc([N+](=O)[O-])ccc2NC(=O)CNCC2CCCO2)c1 (configuration not stated)	-0.1	89.5	99.8	102.6	96.4	103.5	64.5*	47.9*
O=C(O)CC/C(=N\NC(=O)CNC(=O)c1cccc(Cl)c1)c1ccccc1	0.2	88.8	100.8	104.6	95.6	99.3	107.1	2.6
COc1ccc(-c2ccnc(-c3ccncc3)n2)cc1	-0.1	93.4	86.2	91.9	91.8	88.2	99.4	2.7
CC(NC(=O)CN1CCCC1)c1ccccc1 (configuration not stated)	0.1	92.8	98.2	105.2	101.2	106.1	98.7	-3.0
O=C(CSc1ccccc1)Nc1ccc(N2CCOCC2)cc1	0.0	116.5	108.3	102.1	105.1	107.3	99.0	2.8
COc1ccccc1C(=O)Nc1ccccc1C(=O)N1C(C)CCCC1C (configuration not stated)	0.0	80.8	90.6	91.0	86.1	100.1	103.0	1.6
COc1ccccc1NC(=O)CCCc1nnc2n(C)c(=O)c3sccc3n12	0.1	99.9	100.5	101.8	102.3	106.5	99.3	3.5

The results go on:
SMILES	Efflux pump mplx	LAP4-GFP MLPCN	CIT2-GFP yeast	RPL19A-GFP yeast	AGP1-GFP MLPCN	MEP2-GFP yeast	CR mimetic SO	AHR activator
COC(=O)c1ccc(NC(=S)N2CCN(Cc3ccccc3Cl)CC2)cc1	0.2	96.5	98.2	101.1	102.3	97.5	92.0	1.6
Cc1cc2oc(=O)c3c(c2cc1OCc1nn[nH]n1)CCCC3	-0.1	101.3	109.3	105.9	109.2	109.1	98.2	2.7
C=CCn1c(SCc2csc(C)n2)nc2sc3c(c2c1=O)CCCC3	0.0	102.1	98.3	103.6	102.1	100.6	105.9	8.0
CCC(=O)OCC(=O)c1c(N)n(Cc2ccccc2)c(=O)n(C)c1=O	-0.1	104.5	91.8	95.0	101.5	101.3	113.5	-1.5
Cc1ccc(SCC(=O)Nc2cccc(NC(=O)c3ccco3)c2)cc1	-0.1	105.8	101.6	102.6	106.7	104.4	101.1	0.9
O=C(Nc1cccc(S(=O)(=O)N2CCCC2)c1)c1ccccc1OC(F)F	0.1	88.4	96.9	87.1	96.0	101.3	98.2	7.2
COc1ccccc1C(CNC(=O)c1cc(S(=O)(=O)N2CCOCC2)ccc1C)N1CCCC1 (configuration not stated)	0.0	97.1	97.9	101.2	102.3	100.7	93.9	0.9
CCCC(=O)c1ccc(N2CCN(C(=O)OCC)CC2)c(F)c1	0.0	109.3	96.4	98.9	98.8	102.7	116.8	1.5
CCCCn1c(N)c(N(Cc2ccccc2OC)C(=O)CC2OC(=O)c3ccccc32)c(=O)[nH]c1=O (configuration not stated)	0.0	112.5	98.3	97.6	105.0	105.7	104.9	-0.3
COc1ccc(-c2csc(N(CC3CCCO3)C(=O)c3ccccc3)n2)cc1 (configuration not stated)	0.0	105.5	102.8	104.6	101.8	105.2	76.7	21.2
COc1ccc(-c2c(C)nc(N)nc2-c2ccc(OC)cc2O)cc1	0.0	78.6	80.1	92.6	86.6	86.9	101.2	x
O=C(Nc1ccc(N2CCOCC2)cc1N1CCOCC1)c1ccc(Br)cc1	0.1	97.0	98.0	99.7	95.9	103.2	97.4	1.6
COc1ccc(NC(=O)Nc2ccc(OCC(=O)N3CCOCC3)cc2)cc1OC	0.0	108.5	111.2	106.7	110.4	108.8	92.2	0.0
O=C(O)c1c(Cl)c(Cl)c(Cl)c(Cl)c1C(=O)N1CCCCCC1	0.1	98.9	97.0	99.1	103.4	99.1	110.1	1.5
N#Cc1nc(-c2ccc(OCc3ccc(Cl)cc3)cc2)oc1NCc1cccnc1	0.1	101.7	101.6	102.8	104.2	103.3	88.0	-5.0
Cc1cc(/C=N/NC(=O)Cn2c3ccccc3c(=O)c3ccccc32)c(C)n1-c1ccccc1	0.0	82.5	89.9	65.2	21.3	135.3	87.3	3.8
Cc1ccc(-c2nn(C)c(=O)c3ccccc23)cc1CNC(=O)CSc1nc2ccccc2o1	0.1	88.2	x	101.9	103.5	97.4	92.0	-1.4
COc1ccc(/C=C/C(=O)OCC(=O)N2CCc3ccccc32)cc1	0.0	119.6	105.9	110.5	116.7	110.8	114.7	8.3
COc1ccc(-n2c(C)nc3c(cnn3-c3ccc(C)cc3)c2=O)cc1	0.0	101.0	103.5	104.9	100.3	104.6	109.4	4.3
CCNC(=O)CC1C(=O)N(c2ccc(C)cc2)C(=O)N1CCC(C)C (configuration not stated)	0.1	95.9	107.9	101.5	104.5	103.1	95.0	-3.1
Cn1c(CNC(=O)Nc2ccccc2Cl)nnc1SCc1ccccc1	-0.1	95.2	100.4	100.4	105.8	97.5	89.5	0.6
O=C(CNS(=O)(=O)c1cccc2nsnc12)NC1CCCCC1	0.0	99.8	95.1	90.4	87.1	92.2	92.4	0.0
CCOC(=O)c1c(NC(=O)c2cccs2)sc2c1CC(C)(C)OC2	0.1	97.3	98.1	102.6	100.5	101.8	120.8	9.6
CCc1ccc(C(=O)NNc2cc(Cl)ccc2Cl)cc1	0.1	126.7	84.5	99.2	102.3	92.6	88.1	11.7
CC(C)n1cc(/C=N/Nc2ccc(C(=O)O)cc2)c2ccccc21	0.1	114.9	82.0	95.0	90.6	104.2	96.2	2.3

(continued)
SMILES	Efflux pump mplx	LAP4-GFP MLPCN	CIT2-GFP yeast	RPL19A-GFP yeast	AGP1-GFP MLPCN	MEP2-GFP yeast	CR mimetic SO	AHR activator
CCCCN(C(=O)c1cccc(S(=O)(=O)N2CCN(Cc3ccccc3)CC2)c1)c1ccccc1	-0.1	u	u	u	u	u	104.2	15.3
Cn1c(SCC(=O)Nc2ccc(N3CCOCC3)cc2)nnc1-c1ccccc1	0.1	111.9	100.4	102.1	105.8	105.0	84.4	4.8
O=c1c2ccccc2nc2ccccn12	-0.1	109.0	118.3	114.6	107.2	111.1	86.5	8.7
O=C(CCC(=O)Nc1ccccc1)NNC(=O)CCc1ccccc1	-0.1	100.2	98.0	96.1	101.3	103.7	106.8	8.5
CCc1nc2n(n1)C(O)c1cc([N+](=O)[O-])ccc1S2 (configuration not stated)	0.0	104.1	99.9	98.0	105.9	94.4	108.9	-0.4
Cc1cc(C)c(C(=O)CN2C(=O)NC3(CCCCC3)C2=O)cc1C	-0.2	98.2	100.5	95.8	97.4	88.2	74.5	3.2
CCOC(=O)c1ccccc1NC(=O)C1CC(=O)N(c2ccccc2)C1 (configuration not stated)	-0.1	100.7	100.1	102.5	97.2	101.3	106.0	2.1
O=S(=O)(c1ccc(F)cc1)N1CCN(C(=S)NCc2ccccc2)CC1	-0.3	98.7	114.0	107.5	102.2	101.7	111.0	5.7
CCOc1ccc(C(=O)c2ccncc2)cc1	0.0	104.5	94.7	101.8	102.7	106.5	98.3	1.9
O=C(COC(=O)c1cc[n+]([O-])cc1)NCCc1ccc(Cl)cc1Cl	0.0	90.0	83.3	95.5	86.6	84.4	108.3	-1.5
CCOC(=O)N1CCC(c2cc(=O)n3[nH]ccc3n2)CC1	-0.3	105.1	90.8	102.6	106.5	97.0	96.1	-2.2
COc1ccc(NC(=O)COc2cccc3c2CCN(C)C3=O)c(OC)c1	-0.2	106.8	108.5	93.3	109.0	104.6	97.9	77.4*
CC1CCCCC12NC(=O)N(CC(=O)Nc1ccc(N3CCOCC3)cc1)C2=O (configuration not stated)	-0.1	95.0	102.4	102.0	103.3	100.0	87.6	3.8
C/C(NC1CCCCC1)=C(/C#N)C(=O)NCCN1CCOCC1	-0.1	99.1	103.1	93.9	101.2	96.6	88.9	0.8
Cc1c(NC(=S)NC(=O)C(c2ccccc2)c2ccccc2)cccc1C(=O)O	0.0	123.0	98.7	106.0	106.2	100.6	78.9	-4.1
COc1cc(OC)cc(C(=O)NNC(=O)C2CSC3(C)CCC(=O)N23)c1 (configuration not stated)	-0.1	97.7	85.2	93.0	89.4	90.8	107.8	1.5
COC(=O)c1[nH]c2ccc(Br)cc2c1NC(=O)CN1CCCc2ccccc21	0.1	100.7	89.9	96.5	102.3	94.1	100.2	47.7*
CCOc1ccc(N=Nc2c(C)[nH]n(-c3ccccc3)c2=O)cc1	0.1	83.1	101.5	102.2	94.4	107.1	96.3	49.7*
CCN(CC(=O)Nc1ccc2c(c1)OCCO2)C(=O)c1ccc([N+](=O)[O-])s1	-0.2	87.8	95.9	88.7	92.9	99.3	167.7	-2.2
Cc1ccc2nc(SCC(=O)Nc3ccc4c(c3)OCCO4)nc(=O)n2c1	0.0	86.2	103.9	91.8	97.3	94.8	100.9	4.1
Clc1ccc(CN2CCC(c3ccccc3)CC2)cc1	0.0	100.9	105.6	103.2	103.5	103.0	84.9	0.9
Cn1c(SCC(=O)c2ccccc2F)nnc1C1CC1	-0.1	94.1	97.7	96.5	99.4	100.3	89.6	0.0

Bioassay records (PubChem BioAssay)
